# Screening results deposited in PubChem by Sanford-Burnham Center for Chemical Genomics.
# mIAP act = activators of mouse IAP, primary screen, biochemical, luminescence, uHTS. intestinal alkaline phosphatase [Mus musculus]. muIAP, CDP-Star luminescence, 30 min; hits give high values; 1 = vehicle-only enzyme signal, 0 = enzyme-free wells. activation factor at 10 µM. actives 0.24% (n = 330,000). AID 2805, 2010;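 active = activation factor of at least 2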; also: the source names both 10 and 20 µM as test concentration; values of inactives mirror those of a sister screen read the other way
#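 Assay system: mouse IAP enzyme; reagent: chemiluminescent substrate CDP-Star; dosing: test compounds delivered from DMSO solution; schedule: 30 min at room temperature; measured by: luminescence from enzymatic CDP-Star hydrolysis; controls: DMSO-only wells and no-enzyme negative control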
# hIAP activ = human IAP activators, primary screen, biochemical, luminescence, uHTS | Intestinal-type alkaline phosphatase (Homo sapiens), P09923 | purified human IAP, CDP-Star luminescence, 30 min; hits give high values; 1 = vehicle-only enzyme, 0 = enzyme-free background | activation factor at 10 µM | actives 0.16% (n = 330,000);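 active = activation factor of the enzyme at least 2-fold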; also: the source names both 10 and 20 µM as test concentration; values of inactives mirror those of a sister screen read the other way
# hIAP block = human IAP inhibitors, primary screen, biochemical, luminescence, uHTS. purified IAP, CDP-Star luminescence, 30 min. Intestinal-type alkaline phosphatase (Homo sapiens), P09923. inhibition, % at 10 µM. actives 0.12% (n = 330,000);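 active = inhibition reaching a set limit with compound at 10 µM in the primary screen, cut at about 35% in these data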;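 also: plate controls were DMSO wells with enzyme for no effect and no-enzyme buffer wells for full effect; values of inactives mirror those of a sister screen read the other way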
# ATG4B inh = ATG4B protease inhibitors, primary screen, biochemical, fluorescence, uHTS | ATG4B cleavage of LC3-PLA2, NBD-HPC fluorescence, 1 h | inhibition, % at 8.33 µM | actives 0.51% (n = 340,000); in the data active = inhibition above about 40%
# mIAP block = inhibitors of mouse IAP, primary screen, biochemical, luminescence, uHTS. purified mouse IAP, CDP-Star luminescence, 30 min. actives 0.2% (n = 330,000). AID 2806, 2010. intestinal alkaline phosphatase [Mus musculus]. inhibition, % at 10 µM;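 active = inhibition of at least 40% at 10 µM in the primary screen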;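 also: plate controls were DMSO with enzyme for no effect and no enzyme wells for full effect; values of inactives mirror those of a sister screen read the other way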
# NALP3 yeast inh = NALP3 inflammasome inhibitors in reconstituted yeast, primary screen, luminescence, uHTS. actives 0.39% (n = 330,000). Yeast reconstituted NLRP3/ASC/caspase-1, beta-gal luminescence, 24 h. inhibition, % at 10 µM;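 active = inhibition of 50% or more; inactive = inhibition below 50%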;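 also: plate controls were induced DMSO wells for no effect and uninduced yeast grown without galactose for full effect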
# tim10-1 inh = growth inhibitors of tim10-1 mutant yeast, primary screen, luminescence, uHTS | S. cerevisiae tim10-1 ts strain growth, BacTiter-Glo, 24 h | inhibition, % at 20 µM | actives 2.2% (n = 330,000) | AID 463190, 2010;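 active = inhibition of at least 40%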;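 also: mutant grown at 25 °C; 0% = DMSO wells with yeast and 100% = wells holding no yeast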
# Apaf1 inhib = inhibitors of human Apaf-1 apoptosome, primary screen, biochemical, DEVD-Rh110 fluorescence, uHTS. actives 0.71% (n = 330,000). inhibition, % at 20 µM. Apoptotic protease-activating factor 1 (Homo sapiens), O14727. reconstituted apoptosome caspase-3 activity; active = inhibition of at least 40% at 20 µM;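 also: plate controls were DMSO wells for no effect and DEVD-CHO caspase inhibitor wells for full effect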
# Target sequence (O14727 whole entry, looked up): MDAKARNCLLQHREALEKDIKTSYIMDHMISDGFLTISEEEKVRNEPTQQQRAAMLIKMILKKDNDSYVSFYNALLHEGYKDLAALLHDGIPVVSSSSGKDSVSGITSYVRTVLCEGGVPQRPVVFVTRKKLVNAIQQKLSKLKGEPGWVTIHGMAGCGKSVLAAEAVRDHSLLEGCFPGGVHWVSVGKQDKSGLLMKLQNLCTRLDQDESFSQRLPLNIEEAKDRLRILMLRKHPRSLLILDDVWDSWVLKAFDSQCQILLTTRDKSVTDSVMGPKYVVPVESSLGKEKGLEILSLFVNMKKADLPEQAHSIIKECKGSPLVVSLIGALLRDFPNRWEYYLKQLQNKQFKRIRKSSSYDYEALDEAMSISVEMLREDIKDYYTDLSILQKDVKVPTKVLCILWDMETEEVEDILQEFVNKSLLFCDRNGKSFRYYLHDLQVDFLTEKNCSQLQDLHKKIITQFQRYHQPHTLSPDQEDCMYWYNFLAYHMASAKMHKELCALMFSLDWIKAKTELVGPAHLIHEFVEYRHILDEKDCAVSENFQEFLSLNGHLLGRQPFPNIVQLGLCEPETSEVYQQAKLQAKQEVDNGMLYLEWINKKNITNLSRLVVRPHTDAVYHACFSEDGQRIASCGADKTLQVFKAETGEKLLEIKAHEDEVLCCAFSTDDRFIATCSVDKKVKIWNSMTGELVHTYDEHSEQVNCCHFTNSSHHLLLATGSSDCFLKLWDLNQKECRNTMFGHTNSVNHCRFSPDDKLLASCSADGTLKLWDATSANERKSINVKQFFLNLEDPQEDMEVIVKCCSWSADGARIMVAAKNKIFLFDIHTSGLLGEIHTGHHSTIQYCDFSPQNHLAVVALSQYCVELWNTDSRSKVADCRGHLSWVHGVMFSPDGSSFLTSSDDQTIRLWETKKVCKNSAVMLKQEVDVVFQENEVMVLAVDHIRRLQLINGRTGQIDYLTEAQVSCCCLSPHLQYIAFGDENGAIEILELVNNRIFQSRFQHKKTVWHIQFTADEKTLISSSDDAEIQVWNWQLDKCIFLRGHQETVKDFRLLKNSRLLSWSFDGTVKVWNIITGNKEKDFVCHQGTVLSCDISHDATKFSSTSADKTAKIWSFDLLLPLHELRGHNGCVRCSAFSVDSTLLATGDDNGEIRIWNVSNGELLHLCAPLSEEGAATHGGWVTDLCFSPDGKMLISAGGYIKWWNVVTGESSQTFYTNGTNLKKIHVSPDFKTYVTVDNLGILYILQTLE
#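 Medium: Hepes buffer, pH 7.5 / System: biochemical Apaf-1 apoptosome reconstitution / Measured by: Rh110 fluorescence, excitation 480 nm, emission 540 nm / Times: compound with Apaf-1, dATP, procaspase-3 30 min, then 50 min reaction, room temperature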
# TIM10 inh = growth inhibitors of isogenic TIM10 control yeast, primary screen, counter-screen for tim10-1 yeast inhibitor project, luminescence, uHTS | S. cerevisiae TIM10 strain growth, BacTiter-Glo luminescence, 24 h | inhibition, % at 10 µM | actives 1.4% (n = 330,000) | AID 463195, 2010;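 active = inhibition of 40% or more at the single tested concentration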;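 also: wild-type TIM10 isogenic control strain grown at permissive 25 °C; 0% = DMSO yeast wells and 100% = minimal medium wells without yeast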
# * hit, by the source's call. Rows are unselected; any-hit rate near 4.5%.
# Every second line gives: mIAP act	hIAP activ	hIAP block	ATG4B inh	mIAP block	NALP3 yeast inh	tim10-1 inh	Apaf1 inhib	TIM10 inh
> COc1ccc(Cl)cc1NC(=O)CCS(=O)(=O)c1ccc(C)cc1
  0.97	1	-2	-7	3	13	17	5	17
> COc1ccc(NC(=O)CN2C(=O)NC(C)(c3ccc4c(c3)OCO4)C2=O)cc1S(N)(=O)=O (centres undefined)
  1	1	-5	-11	-4	-5	-9	-4	0
> N#CCCN(C(=O)COC(=O)c1ccc(S(=O)(=O)N2CCCCCC2)cc1)c1ccccc1
  0.91	0.92	8	-3	9	17	22	16	20
> O=C(CSc1nc2ccccc2n1-c1ccccc1)Nc1ncc(Cl)cc1Cl
  0.89	0.92	8	25	11	11	13	2	-6
> CCOC(=O)C(CC)Sc1nc2c(c(=O)[nH]c(=O)n2C)n1CCc1ccccc1 (centres undefined)
  0.82	1.2	-16	-9	18	18	25	15	16
> CCCS(=O)(=O)NCCc1cc2c(OC)ccc(OC)c2[nH]c1=O
  1.1	1.2	-22	-11	-9	11	10	-2	-4
> Cc1ccc2cccc(Oc3ccc([N+](=O)[O-])cc3[N+](=O)[O-])c2n1
  0.9	1.1	-6	-2	10	8	18	-9	24
> CC(=O)c1cccc(NC2c3ncccc3C(=O)N2Cc2ccco2)c1 (centres undefined)
  1	0.98	2	-3	-4	2	9	-6	-7
> O=C(NCC(c1cccnc1)N1CCN(c2ccccc2F)CC1)c1cccc(Cl)c1 (centres undefined)
  0.95	1.1	-9	3	5	4	12	-2	10
> Cc1ccc(C2=N/C(=C/c3cccs3)C(=O)N2Nc2ccccc2)cc1
  0.91	1	-3	13	10	-2	21	8	18
> Nn1c(Cc2cccc3ccccc23)nnc1SCc1ccccc1
  0.99	1.1	-14	-8	1	20	1	11	-10
> CCOC(=O)C(C(=O)NCCCN1CCOCC1)C1CCCCC1 (centres undefined)
  1	0.95	5	-16	-2	19	12	-2	-4
> COc1ccc(NC(=O)c2ccc(NC(=O)CN3CCN(c4ccccc4)CC3)cc2)cc1
  1.1	0.89	11	-47	-6	5	-5	-10	-13
> CCOC(=O)c1c(NC2=NS(=O)(=O)c3ccccc32)sc2c1CCC(C)C2 (centres undefined)
  0.86	0.93	7	4	14	19	26	12	-14
> Cc1cccc(C(=O)NCCCNC(=O)c2ccc(C)nc2)c1
  0.94	0.93	7	4	6	14	0	-6	0
> Cc1cc(C)c(S(=O)(=O)c2cccc(Cl)c2)c(Cl)n1
  0.99	1	-1	-2	1	16	-2	5	-17
> COc1ccc(S(=O)(=O)Cc2ccc(C(=O)N3CC(C)CC(C)C3)o2)cc1 (centres undefined)
  1	1.2	-17	-1	-2	9	28	7	9
> CCNC(=S)N/N=C/c1ccc(OCCOc2ccccc2C)cc1
  1	1.1	-11	3	-2	7	8	-10	5
> CSc1ncc(Cl)c(C(=O)Nc2cccc(C)c2)n1
  0.95	0.72	28	-7	5	14	-13	11	-3
> Cc1cccc(/N=C/C2=C(O)CC(C)(C)CC2=O)n1
  1.1	1.2	-15	-7	-13	6	10	-5	-5
> C[C@H](CO)N1C[C@H](C)[C@@H](CN(C)Cc2ccccc2)Oc2c(NC(=O)C3CC3)cccc2C1=O
  1	1.1	-10	-14	-1	7	-3	12	-3
> NC(=O)c1ccsc1NC(=O)C1CCCN1S(=O)(=O)c1ccc(Cl)cc1 (centres undefined)
  1	1.1	-8	-12	-3	-4	16	7	3
> Cc1ccccc1CC1(CO)CCCN(Cc2ccn[nH]2)C1 (centres undefined)
  0.99	1.3	-27	4	1	17	-3	-1	17
> COc1ccc(/C=C(/C(=O)NCc2ccccc2)c2ccccc2)cc1
  0.93	1	-4	-5	7	11	23	12	2
> COc1ccccc1/C=C/C=N/n1c(C2CCCCC2)n[nH]c1=S
  1	0.93	7	5	0	29	19	23	34
> C[C@@H]1NC(=O)/C(=C\c2ccccc2Cl)NC1=O
  1.1	1	0	4	-6	9	-13	-16	14
> CN(C)Cc1ccc(F)cc1Sc1cc(Cl)ccc1Cl
  1	0.93	7	44*	0	-16	1	-3	-7
> CCCc1ccc(OCC(O)CN2CCc3ccccc3C2)cc1 (centres undefined)
  1.1	1.3	-29	12	-9	31	-39	16	-56
> CCCS(=O)(=O)N1CCN(C(=O)c2ccc(-c3ccccc3)cc2)CC1
  0.94	1.1	-15	-14	6	-40	37	16	32
> CN(C)S(=O)(=O)c1ccc(Cl)c(C(=O)NC2CCCCCCC2)c1
  1	0.98	2	-4	-2	3	11	7	-5
> O=C(CP(=O)(c1ccccc1)c1ccccc1)Nn1cnnc1
  0.97	0.86	14	-8	3	8	4	3	2
> Cc1[nH]c(=O)c(C#N)c2c1COC(C)(C)C2
  1	0.94	6	-2	-1	6	5	0	15
> COc1cc(Cl)c(C)cc1NC(=O)CC1CCCC1
  0.93	1	-2	12	7	20	1	6	18
> Cc1cccc(N2CCN(C(=S)NC3CCCCC3)CC2)c1C
  1	1.1	-8	-3	-1	9	-5	-12	0
> COc1ccc(OC)c(CN2CCN(S(=O)(=O)c3ccccc3)CC2)c1
  1	1	-2	-9	-3	18	23	-11	19
> Cc1ccc(NC(=O)COC(=O)c2cccnc2Cl)cc1S(=O)(=O)N1CCOCC1
  1	0.92	8	-3	0	10	9	-12	-2
> Cc1ccc2c(c1)C1CN(C)CCC1N2C(=S)NC(=O)c1ccc(Br)cc1 (centres undefined)
  0.99	1.1	-6	-7	1	13	7	9	15
> CCOC(=O)c1ccccc1NC(=O)C1CC(=O)N(C2CCCCC2)C1 (centres undefined)
  0.97	1.2	-23	-1	3	5	15	4	11
> Cc1cc([N+](=O)[O-])ccc1NC(=O)C[n+]1ccc(N(C)C)cc1
  0.91	0.9	10	-15	9	10	6	-2	-2
> COc1ccccc1NC(=O)c1nn(-c2ccccc2)ccc1=O
  1	0.99	1	-9	0	21	6	0	9
> O=C(NCCCN1CCOCC1)C(=O)NCc1ccc(Cl)cc1
  1.1	1.2	-19	2	-7	-18	6	18	-8
> COCCN(C(=O)COC(=O)C1=COCCO1)c1c(N)n(Cc2ccccc2)c(=O)[nH]c1=O
  0.9	0.96	4	-4	10	17	5	-12	-7
> Cc1ccc(S(=O)(=O)N2CCN(C(=O)c3cc4c(s3)CCCC4)CC2)cc1
  0.96	0.88	12	0	4	1	6	25	2
> Cc1ccc(-n2nnnc2CNC(=O)c2ccc(Br)o2)cc1C
  0.88	1.3	-27	10	12	3	15	-1	2
> Cc1ccc(C(=O)c2cc([N+](=O)[O-])ccc2N2CCCCC2)cc1
  0.8	0.93	7	5	20	6	31	14	32
> CN(NC1OC(=O)c2ccccc21)c1c([N+](=O)[O-])cc(C(F)(F)F)cc1[N+](=O)[O-] (centres undefined)
  0.96	1.1	-6	-6	4	21	-4	-2	-1
> O=S(=O)(NCCSc1ccccc1)c1cccs1
  1	1	0	1	-4	7	15	-5	10
> C#CC[N+](C)(C)CCCCCCCCCCCC
  1.1	1	-1	20	-5	46	27	9	20
> COc1ccc(CCNC(=O)CCn2c(=O)oc3ccccc32)cc1
  1.1	0.89	11	-7	-8	9	-19	3	-6
> CC1CCCCC12NC(=O)N(CC(=O)Nc1nccs1)C2=O (centres undefined)
  1.1	1.1	-7	-5	-9	9	12	-1	-6
> COc1cc(OC)cc(C(=O)OCC(=O)c2ccc(S(=O)(=O)N3CCCCC3)cc2)c1
  0.98	0.93	8	-9	2	23	21	9	14
> COc1ccc(C(=O)Nc2ccccc2C(=O)NC(Cc2ccc(O)cc2)C(=O)NNC(=O)c2ccc(C)cc2)cc1 (centres undefined)
  1.1	1.4	-36	-19	-8	-3	-2	-1	8
> Clc1ccc(OCCN2CCCCC2)c(Cl)c1
  1	0.96	4	-3	-2	25	-4	-10	-21
> CC(C)C1Cc2c(sc(NC(=S)NC(=O)c3ccccc3)c2C#N)CO1 (centres undefined)
  0.78	1	0	2	22	4	17	-3	4
> CCCCOc1ccc(C2(C)CC(=O)NC2=O)cc1 (centres undefined)
  1.1	1.1	-10	7	-11	42	1	-10	-3
> Cc1cc(NC(=O)c2cnn3c(C(F)F)cc(C4CC4)nc23)no1
  0.99	1.2	-18	-2	0	15	22	2	13
> COc1cc(CC(=O)OCC(=O)NC2CCCCC2)cc(OC)c1OC
  1	0.95	5	-2	-2	0	10	-28	13
> OCCN(CCO)CC(O)COc1ccc2c(c1)OCO2 (centres undefined)
  1.1	1.2	-18	5	-10	31	14	-3	5
> Cc1ccc(-c2nnc(N3CCC(C)CC3)c3ccccc23)cc1C
  0.86	0.87	13	7	14	21	19	39	4
> O=C(Nc1ccc(Oc2ccccc2)cc1)c1cnc2n(c1=O)CCS2
  0.92	0.92	8	2	8	30	-10	5	-22

# Next part.
# Every second line gives: mIAP act	hIAP activ	hIAP block	ATG4B inh	mIAP block	NALP3 yeast inh	tim10-1 inh	Apaf1 inhib	TIM10 inh
> COC(=O)c1ccccc1NC(=S)NC(=O)C1CC1
  0.96	0.96	4	-4	4	-12	14	-13	18
> CCC(C)[C@H](NC(=O)OC(C)(C)C)C(=O)N/N=C/c1ccc2cc(OC)ccc2n1 (some centres undefined)
  0.94	1.1	-10	-10	6	8	23	16	22
> O=C(C1CCN(S(=O)(=O)c2cccc3cccnc23)CC1)N1CCn2c1nc1ccccc12
  1	0.93	7	-16	-2	80*	25	15	19
> O=C(Nc1ccccc1F)c1ccc2snnc2c1
  1	0.87	13	3	-2	16	5	8	9
> COc1ccc(S(=O)(=O)NC(CC(C)C)C(=O)NC(C)c2cccs2)cc1 (centres undefined)
  1.2	1.1	-11	-2	-20	3	23	12	4
> Cc1cc2ccccn2c1C(=O)c1cccc(F)c1
  0.97	0.82	18	19	3	49	-8	12	-19
> O=C(O)c1ccccc1C(=O)N1CCN(C(=O)c2ccccc2Cl)CC1
  0.97	1	-4	-3	3	-12	3	-23	7
> COC(=O)c1nn(-c2nc(-c3cccc(OC)c3)cc(C(F)(F)F)n2)cc1[N+](=O)[O-]
  1	0.96	4	9	0	5	12	-22	1
> COc1ccc(NC(=O)CCCN2C(=O)CN(C)C2=O)c(OC)c1
  0.94	0.98	2	1	6	4	-13	22	-1
> CCOc1ccccc1C1C(C#N)=C(SCC(=O)OC)NC(=O)C1C(=O)OC (centres undefined)
  0.96	0.97	3	-8	4	2	-5	-8	-1
> Cc1ccc(Nc2c(-c3ccc(C)o3)nc3ncccn23)cc1
  1.2	1	-5	5	-15	4	20	4	12

# Quoted at random: two compounds from above.
# Every second line gives: mIAP act	hIAP activ	hIAP block	ATG4B inh	mIAP block	NALP3 yeast inh	tim10-1 inh	Apaf1 inhib	TIM10 inh
> CCOc1ccccc1C1C(C#N)=C(SCC(=O)OC)NC(=O)C1C(=O)OC (centres undefined)
  0.96	0.97	3	-8	4	2	-5	-8	-1
> O=C(O)c1ccccc1C(=O)N1CCN(C(=O)c2ccccc2Cl)CC1
  0.97	1	-4	-3	3	-12	3	-23	7
